MDM2 E3 inh: inhibitors of human Mdm2 E3 ubiquitin ligase | 210,000 tested, 0.11% active | cell-based MDM2 ubiquitination luciferase reporter, 2 h; 0 = plate control, 100 = twice control, blank-subtracted | AID 1230 | Q00987 | signal enhancement, % at 5 µM;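 active = signal enhancement of 30% or more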;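 also: luminescence tracks abundance of the self-degrading MDM2-luciferase fusion protein; higher signal means inhibition of MDM2 E3 ligase activity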
Target sequence (Q00987 whole entry, looked up, the tested form may be a part): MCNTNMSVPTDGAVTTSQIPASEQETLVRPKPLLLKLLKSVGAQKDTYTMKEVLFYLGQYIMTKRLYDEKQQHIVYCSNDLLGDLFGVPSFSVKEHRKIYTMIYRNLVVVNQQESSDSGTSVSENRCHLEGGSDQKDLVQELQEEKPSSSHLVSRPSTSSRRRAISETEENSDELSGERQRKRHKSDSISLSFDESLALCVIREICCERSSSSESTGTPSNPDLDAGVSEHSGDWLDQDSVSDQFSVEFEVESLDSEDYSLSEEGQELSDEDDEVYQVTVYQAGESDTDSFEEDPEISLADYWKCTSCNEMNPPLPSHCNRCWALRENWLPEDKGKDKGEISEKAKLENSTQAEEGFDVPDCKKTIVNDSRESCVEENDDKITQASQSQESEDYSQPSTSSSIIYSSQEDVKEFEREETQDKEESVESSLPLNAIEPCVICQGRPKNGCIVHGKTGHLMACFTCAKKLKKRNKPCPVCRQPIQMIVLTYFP
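Buffer or medium: Cells held in DMEM | Assay system: Stable mammalian line carrying autodegrading MDM2–luciferase fusion reporter | Quantity: 2000 cells/well | Times: 4 h settle plus 2 h compound, 37 °C | Doses: One concentration, 5 µM, with 0.2% DMSO | Technique: Luminescence with SteadyLite reagent, 15 min at room temperature | Benchmarks: Plate controls and plate blanks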
EBV gp42 block: inhibitors of Epstein-Barr virus glycoprotein 42; 220,000 tested, 0.42% active; Fluorescence polarization binding assay, mP read-out; Q1HVG2; inhibition, % (tested at 21.74 µM); AID 1085; in the data active = inhibition above about 50%
Target sequence (Q1HVG2 whole entry, looked up): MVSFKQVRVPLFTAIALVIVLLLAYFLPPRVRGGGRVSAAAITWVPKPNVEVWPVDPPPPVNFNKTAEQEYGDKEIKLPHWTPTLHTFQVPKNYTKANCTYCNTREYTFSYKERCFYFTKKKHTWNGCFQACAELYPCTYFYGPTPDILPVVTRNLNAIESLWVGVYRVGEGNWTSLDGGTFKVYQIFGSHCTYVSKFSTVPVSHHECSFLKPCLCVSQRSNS
PPC-1+TRAIL kill: PPC-1 cancer cell killing with TRAIL present; AID 1443; 220,000 tested, 0.41% active; cell killing (% activity), % at 4 µM; PPC-1 cells + TRAIL, ATPLite viability luminescence;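 active = cell killing above 50% in the first pass at 4 µM, then a duplicate retest at 5 µM averaging 50% or more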;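 also: plate controls were cells with TRAIL plus DMSO for no effect and medium-only wells lacking cells for full effect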
p47phox inh: inhibitors of human p47phox binding; P14598; p47phox/p22phox peptide binding, fluorescence polarization, 2 h; inhibition, % at 24.7 µM; 220,000 tested, 0.53% active; AID 1274;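 active = inhibition above about 30%, limit read from the data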;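 also: 0% = p47phox with labelled peptide and 100% = labelled peptide alone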
Target sequence (P14598 whole entry, looked up): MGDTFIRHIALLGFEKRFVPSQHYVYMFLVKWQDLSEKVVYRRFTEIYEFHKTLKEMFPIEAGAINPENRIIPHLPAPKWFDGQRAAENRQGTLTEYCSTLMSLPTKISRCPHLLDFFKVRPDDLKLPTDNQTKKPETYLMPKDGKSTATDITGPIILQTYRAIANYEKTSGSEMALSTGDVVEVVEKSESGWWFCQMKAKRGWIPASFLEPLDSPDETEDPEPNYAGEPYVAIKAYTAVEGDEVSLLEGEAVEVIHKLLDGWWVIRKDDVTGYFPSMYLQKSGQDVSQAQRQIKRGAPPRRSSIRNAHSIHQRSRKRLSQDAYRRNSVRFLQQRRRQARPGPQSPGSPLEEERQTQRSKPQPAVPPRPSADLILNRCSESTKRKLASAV
CHOP inh: inhibitors of CHOP induction in ER stress response | CHO-K1 CHOP-promoter luciferase, tunicamycin-induced, 15-18 h | inhibition, % at 10 µM | 220,000 tested, 3.8% active;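 active = compounds that reduced the stress-induced luciferase reporter signal by more than about 70% of percent inhibition, limit read from the data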;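 also: 0% = tunicamycin plus vehicle and 100% = wells without tunicamycin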
Runt-SMMHC FRET: blocks binding of human RUNX1 Runt domain to CBFb-SMMHC; Q01196+Q13951; Cerulean-Runt/Venus-CBFb-SMMHC FRET ratio 530/480, 1 h; inhibition, % at 20 µM; 220,000 tested, 0.74% active;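 active = mean inhibition across duplicate retests at 20 µM reaching about 50%, limit read from the data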;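 also: 0% = DMSO wells and 100% = wells with excess untagged CBFb-SMMHC; inhibitors lower the FRET ratio by blocking Runt binding to CBFb-SMMHC; some results filed as inactive read as strong as hits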
TNF death inh: inhibitors of TNF-alpha induced necroptosis in Jurkat FADD-/- cells; Jurkat FADD-/- TNF necroptosis rescue, ATP luminescence, 24 h; 0 = TNF only, 100 = no-TNF cells; activation (protection from cell death), % at 10 µM; 220,000 tested, 0.068% active;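 active = activation, meaning protection from cell death, of at least 50% relative to plate controls; inactive = activation below 50%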;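 also: necroptosis triggered by 40 ng/mL TNF-alpha added together with compound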
TRPML3 agonist: agonists of human TRPML3 channel; AID 1448; 220,000 tested, 0.29% active; HEK293 TRPML3-YFP, Fluo-8 calcium fluorescence; 100% = the carbachol control signal; Q8TDD5; activation, % at 3 µM;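 active = activation above its plate's cutoff, the mean activation of the plate's test wells plus 3 SD, cut at about 12% in these data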;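 also: 0% = DMSO only wells and 100% = carbachol wells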
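Material: TRPML3-YFP stable HEK293 cells | Dosing: One concentration, 3 µM nominal, 0.3% DMSO | Timing: 125 s total fluorescence read per well | Technique: Fluo-8 calcium dye fluorescence, ex 470-495, em 515-575 nm | Measure: Percent activation from peak-to-basal fluorescence ratio, scaled between DMSO and carbachol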
TRPN1 ag: zebrafish TRPN1 (NompC) channel agonism. HEK293 zebrafish TRPN1-YFP, Fluo-8 calcium fluorescence; 100% = response to 87 µM carbachol. activation, % at 3 µM. 220,000 tested, 0.18% active;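 active = activation above its plate's cutoff, the mean activation of test wells on that plate plus 3 SD, cut at about 19% in these data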;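 also: 0% = DMSO alone and 100% = 87 µM carbachol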
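Assay system: Zebrafish TRPN1-YFP in HEK293 cells | Incubation: Dye loading 1 h at 37 °C, then 30 min room temperature | Measured by: Kinetic Fluo-8 fluorescence, ex 470-495, em 515-575 nm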
The depositor's hits bear a star; nt = not tested or not shown.

SMILES | MDM2 E3 inh | EBV gp42 block | PPC-1+TRAIL kill | p47phox inh | CHOP inh | Runt-SMMHC FRET | TNF death inh | TRPML3 agonist | TRPN1 ag
O=C1NCC(COCc2ccco2)O1 (centres undefined) | -38.8 | 2.3 | 14.3 | -11.5 | -22.2 | 1.5 | -1.1 | 0.3 | -0.1
CC(Sc1nnc(Nc2ccccc2)s1)C(=O)NC1CCCc2ccccc21 (centres undefined) | 0.8 | -15.2 | 5.2 | -15.5 | 31.9 | 2.5 | 1.6 | -0.4 | -0.1
C/C(=N\NC(=O)c1ccc(O)cc1)c1ccc(N2CCOCC2)cc1 | 4.8 | -2.3 | 5.5 | nt | 14.1 | -1.3 | 1.3 | 0.5 | -0.8
COc1ccc(-n2c(CN3CCN(c4ccccn4)CC3)nc3ccc([N+](=O)[O-])cc3c2=O)c(OC)c1 | 2.7 | -0.2 | 2.9 | -1.8 | 9.2 | 2.3 | 0.2 | 1.0 | 0.5
Cc1cc(C)n(C(=O)CNc2cccc(Cl)c2C)n1 | -24.0 | -8.4 | 17.7 | -3.3 | 49.5 | -2.5 | -1.1 | -0.1 | -0.3
COc1ccccc1NC(=O)C(CCS(C)(=O)=O)N1C(=O)c2ccccc2C1=O (centres undefined) | -7.3 | 6.0 | -6.5 | 4.8 | 24.4 | -9.1 | -0.1 | 0.1 | -0.5
CCOc1ccc(NC(=O)CS(=O)(=O)c2cn(C)c3ccccc23)cc1 | -4.5 | -8.9 | 20.8 | -8.8 | 8.0 | 2.3 | -0.3 | -0.3 | -0.8
CC(=O)Nc1sc(N/N=C\c2ccccc2F)nc1-c1cccs1 | -1.1 | -16.4 | -6.6 | -10.3 | 7.8 | 2.6 | 1.3 | 1.2 | 1.1
CCN(CC)CCCN1C(=O)C(O)=C(C(=O)c2sc(C)nc2C)C1c1ccco1 (centres undefined) | -14.0 | -10.7 | -4.5 | -14.4 | 8.2 | 0.0 | 0.8 | 0.9 | -0.7
Cc1nn(C)c2nc(-c3cccs3)cc(C(F)(F)F)c12 | -6.9 | -8.0 | 19.0 | -14.8 | 58.7 | -3.0 | 3.3 | 1.0 | 0.5
N#Cc1nc(COc2ccc(Cl)cc2)oc1N1CCCCCC1 | 2.3 | 6.5 | 6.2 | -6.3 | 70.7* | 3.6 | 1.8 | -1.1 | -1.3
S=c1[nH]nc(COc2ccccc2)n1-c1ccccc1 | -1.3 | -13.4 | 41.3 | -5.5 | -6.1 | 11.5 | 0.2 | -2.2 | 0.0
COc1nc(-c2ccccc2)cc(-c2ccc(OC)c(OC)c2)n1 | 3.1 | -10.4 | 6.5 | -39.5 | 43.8 | -8.9 | -0.9 | -1.2 | -0.5
Cc1ccc(SCC(=O)O/N=C(\N)c2ccc([N+](=O)[O-])cc2)cc1 | -10.2 | -7.7 | -4.2 | -4.5 | 60.4 | -2.4 | -3.9 | -0.1 | -0.4
O=C(O)CSc1nnc(COc2cccc3cccnc23)n1-c1cccc(C(F)(F)F)c1 | -17.7 | 3.5 | 11.1 | -16.4 | 16.0 | -1.9 | -0.7 | 1.3 | -0.7
CN(C)c1nc(SCc2ccccc2Cl)nc2c1CCCC2 | -2.5 | 12.9 | -19.2 | -3.4 | 37.9 | -1.9 | -1.5 | 0.0 | -0.7
O=S1(=O)N=C2CCCCCN2C(c2ccc(F)cc2)N1 (centres undefined) | -89.7 | -3.6 | 6.8 | -2.0 | -13.1 | 0.1 | 0.8 | 0.5 | 0.8
O=C(Nc1ccc(Cl)cc1)C1=Cc2ccccc2OC1 | -10.7 | -12.8 | 29.7 | -16.7 | 41.9 | -7.4 | 1.2 | 0.5 | 0.8
O=C(CNCc1ccccc1)Nc1ccccc1-c1ccccc1 | -4.2 | -14.4 | 14.7 | -9.0 | 30.4 | 0.7 | 1.1 | -0.4 | -2.0
CCOc1ccc2nc(NC(=O)C3=NN(c4ccccc4)C(=O)CC3)sc2c1 | 0.6 | 2.6 | 8.0 | -26.9 | 21.9 | -3.7 | 0.3 | 0.9 | -0.3

Part of the list above, in markdown:
| structure | MDM2 E3 inh | EBV gp42 block | PPC-1+TRAIL kill | p47phox inh | CHOP inh | Runt-SMMHC FRET | TNF death inh | TRPML3 agonist | TRPN1 ag |
| --- | --- | --- | --- | --- | --- | --- | --- | --- | --- |
| C/C(=N\NC(=O)c1ccc(O)cc1)c1ccc(N2CCOCC2)cc1 | 4.8 | -2.3 | 5.5 | nt | 14.1 | -1.3 | 1.3 | 0.5 | -0.8 |
| COc1ccc(-n2c(CN3CCN(c4ccccn4)CC3)nc3ccc([N+](=O)[O-])cc3c2=O)c(OC)c1 | 2.7 | -0.2 | 2.9 | -1.8 | 9.2 | 2.3 | 0.2 | 1.0 | 0.5 |
| Cc1cc(C)n(C(=O)CNc2cccc(Cl)c2C)n1 | -24.0 | -8.4 | 17.7 | -3.3 | 49.5 | -2.5 | -1.1 | -0.1 | -0.3 |

Continuation:
SMILES | MDM2 E3 inh | EBV gp42 block | PPC-1+TRAIL kill | p47phox inh | CHOP inh | Runt-SMMHC FRET | TNF death inh | TRPML3 agonist | TRPN1 ag
C=CCN1C(=O)C(Cc2ccc(C)cc2)S/C1=N/N=C/c1ccco1 (centres undefined) | 2.3 | -23.0 | -4.0 | -21.7 | 76.3* | -0.3 | -4.7 | -0.4 | 0.2
FC(F)Oc1ccc(NC(=S)NCC2COc3ccccc3O2)cc1 (centres undefined) | -6.5 | 3.8 | 44.2 | 2.0 | 50.6 | 1.5 | 0.4 | 2.4 | 4.4
COc1ccccc1/C=N/Nc1nc(C)cc(C)n1 | -7.1 | -4.8 | -1.9 | -3.4 | -6.6 | 0.9 | 1.6 | 0.1 | 1.4
O=S(=O)(CCOc1ccccc1)N1CCOCC1 | -3.5 | 0.5 | -26.7 | -4.0 | -56.3 | 3.8 | 0.4 | 0.9 | -0.3
O=C(Nc1ccc2snnc2c1)N1CCSCC1 | -1.4 | -13.7 | 12.8 | 5.1 | -18.8 | -0.9 | -0.7 | 0.3 | 1.7
Oc1ccc(-c2[nH]ncc2-c2cccc3cccnc23)c(O)c1 | -5.7 | -9.4 | 21.8 | 2.0 | 28.6 | 1.7 | -8.9 | -0.9 | 1.4
CC(C)(C)N1CC(C(=O)O)CC1=O (centres undefined) | -1.1 | -7.2 | 12.8 | -5.0 | 33.8 | -0.5 | 0.4 | 0.6 | 1.4
O=C(Nc1nnc(C2CC2)s1)C1Cc2ccccc2CN1S(=O)(=O)c1cccs1 (centres undefined) | 3.5 | -4.3 | 12.9 | -34.4 | 39.6 | -3.9 | -3.0 | -1.4 | -1.1
O=C(NN1CCCCC1)c1cnn2c(C(F)F)cc(-c3ccccc3)nc12 | 5.0 | -7.4 | -11.5 | -17.6 | -13.3 | 2.7 | -1.4 | 0.0 | -0.8
CC1=C(C(=O)OCc2ccc3c(c2)OCO3)C(c2ccc(O)c([N+](=O)[O-])c2)NC(=O)N1 (centres undefined) | -10.8 | 1.5 | 10.6 | 4.6 | 44.4 | -1.0 | 2.4 | -0.2 | -1.5
Cc1ccc(CNC(=O)CSc2nc(C)cs2)cc1 | -0.3 | 2.5 | 6.6 | 6.3 | 8.1 | -2.9 | 0.6 | 0.1 | -1.2
Cc1cccc(NC(NC(=O)c2cccnc2)C(Cl)(Cl)Cl)c1 (centres undefined) | 1.4 | -14.0 | 14.0 | -13.9 | 40.3 | 1.8 | -0.7 | 0.3 | -0.6
C=CCSC1=N/C(=C\c2cc(OC)c3c(c2)OCO3)C(=O)S1 | 3.4 | 42.0 | -14.8 | -99.3 | 38.6 | -3.1 | -5.9 | 0.4 | 0.2
COc1ccc(N(CC(=O)Nc2ccccc2C(=O)NCc2ccco2)S(C)(=O)=O)cc1 | -18.6 | -25.5 | 13.8 | -10.8 | 9.4 | -1.3 | 1.9 | 0.0 | -0.3
CCOC(=O)C1CCCN(CCC(=O)Nc2ccc3c(c2)CCC3)C1 (centres undefined) | -10.3 | -25.0 | 8.0 | 4.0 | 19.8 | -2.1 | -0.7 | 0.2 | -0.8
CCCCn1nnnc1SCC(=O)Nc1ccc2c(c1)OCO2 | -7.3 | -9.5 | 13.9 | -0.4 | 15.4 | -1.6 | 0.6 | -0.4 | -0.7
O=C(Nc1ccccc1N1CCCCC1)c1ncoc1-c1ccc(F)cc1 | -14.4 | 7.8 | 11.0 | -17.9 | 53.7 | -2.7 | -0.8 | 0.3 | 1.3
COc1ccc(NC(=O)CN(c2cccc(C(F)(F)F)c2)S(C)(=O)=O)cc1OC | -6.8 | -11.6 | 12.8 | -0.8 | -5.3 | 1.6 | -1.2 | 0.7 | -0.1
C/C(=N/NC(=O)c1ccoc1C)c1ccc(N2CCOCC2)cc1 | -8.0 | 5.0 | 19.3 | -3.3 | -10.4 | 3.3 | 1.4 | -0.4 | -0.3
CCOc1ccccc1NC(=O)CSc1nc2nc(-c3cccs3)cc(C(F)(F)F)c2c(=O)[nH]1 | 0.0 | -35.3 | -0.9 | -35.7 | 12.1 | 0.2 | 0.4 | 0.4 | 2.1
O=C(NNC(=O)C1CCCCC1)C(=O)NC1CCCCC1 | -9.0 | -2.1 | 10.7 | -8.1 | 11.9 | -1.7 | -2.8 | 0.3 | 1.2
Cc1cccc(CN(CC(=O)N/N=C/c2ccco2)S(=O)(=O)c2ccc(Cl)cc2)c1 | -7.6 | -8.3 | 12.7 | -4.6 | -1.2 | -1.3 | -2.2 | -0.6 | 1.4
O=C(CN1C(=O)NC2(CCCC2)C1=O)OCc1cc(=O)n2cc(Br)ccc2n1 | -2.5 | -9.3 | 7.4 | -8.0 | -1.6 | -3.3 | -1.1 | 0.9 | 2.6
O=[N+]([O-])c1ccc(Nc2nc(NC3CCCCC3)nc(N3CCCC3)n2)cc1 | -3.9 | -0.9 | 22.3 | -8.9 | 40.7 | -0.8 | 1.3 | 0.2 | 0.0
CC1(C)CC(/C=C/c2ccccc2)=Nc2ccccc2N1 | -20.1 | -7.2 | 9.4 | -6.6 | -13.8 | -9.5 | -10.5 | -0.9 | -1.8
COc1ccc(C2=NN(c3nc(C(=O)O)cs3)C(O)(C(F)(F)F)C2)c(OC)c1 (centres undefined) | -3.8 | -2.6 | -11.5 | -0.8 | 8.5 | 0.7 | -0.1 | 0.7 | 0.7
C[C@]12CC(O)C3C(CCC4=CC(=O)CC[C@@]43C)C1CCC2c1csc(-c2ccccc2)n1 (some centres undefined) | nt | -15.1 | 15.4 | -12.1 | 23.3 | -5.9 | -0.2 | 0.3 | -1.1
COC(=O)c1ccc(OCC(O)CN2C(=O)c3ccccc3S2(=O)=O)cc1 (centres undefined) | -1.6 | -8.6 | 11.3 | -6.8 | -4.6 | -1.6 | 0.6 | 0.6 | -0.9
COc1ccc(C2CC(c3ccc(Cl)cc3)=NN2C(=O)c2cccc([N+](=O)[O-])c2)cc1 (centres undefined) | -6.9 | -4.3 | 13.7 | -3.0 | 26.6 | 5.3 | -0.6 | 0.6 | 0.3

High-throughput results as filed in PubChem.

Compounds were not picked by outcome, and some 5.9% of all compounds hit somewhere here.
